USP7 block: inhibitors of human USP7 deubiquitinase. inhibition, % at 20 µM. Q93009. 0.3% of 47,000 active. purified USP7, Ub-rhodamine cleavage fluorescence
USP28 inh: human USP28 deubiquitinase inhibition | Q96RU2 | purified USP28, Ub-rhodamine cleavage fluorescence, 30 min | inhibition, % at 25 µM | 3% of 47,000 active | AID 1645857
USP30 block: inhibitors of human USP30 deubiquitinase | Q70CQ3 | purified USP30, Ub-rhodamine cleavage fluorescence | inhibition, % at 25 µM | 5.3% of 47,000 active | AID 1645860
OTUD3 inh: human OTUD3 deubiquitinase inhibition. purified OTUD3, Ub-rhodamine fluorescence, 2 h. Q5T2D3. AID 1645858. 0.7% of 47,000 active. inhibition, % at 25 µM
UCHL1 inh: human UCHL1 deubiquitinase inhibition. purified UCHL1, Ub-rhodamine cleavage fluorescence. P09936. inhibition, % at 20 µM. AID 1645859. 0.2% of 47,000 active
Target sequence (P09936 whole entry, looked up): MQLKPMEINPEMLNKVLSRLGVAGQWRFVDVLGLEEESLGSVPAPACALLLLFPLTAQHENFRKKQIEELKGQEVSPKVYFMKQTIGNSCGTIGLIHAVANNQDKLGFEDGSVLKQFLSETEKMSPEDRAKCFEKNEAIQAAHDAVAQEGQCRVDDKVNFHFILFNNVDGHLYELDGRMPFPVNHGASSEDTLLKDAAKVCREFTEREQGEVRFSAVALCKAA
USP10 inh: blocks human USP10 ubiquitin-rhodamine cleavage | purified USP10, Ub-rhodamine fluorescence, 60 min | inhibition, % at 20 µM | 1.1% of 47,000 active | AID 1645856
USP17 inh: blocks human USP17 ubiquitin-rhodamine cleavage | inhibition, % at 50 µM | A8MUK1 | AID 1645855 | purified USP17, Ub-rhodamine cleavage fluorescence, 3 h | 6.5% of 47,000 active
Target sequence (A8MUK1 whole entry, looked up): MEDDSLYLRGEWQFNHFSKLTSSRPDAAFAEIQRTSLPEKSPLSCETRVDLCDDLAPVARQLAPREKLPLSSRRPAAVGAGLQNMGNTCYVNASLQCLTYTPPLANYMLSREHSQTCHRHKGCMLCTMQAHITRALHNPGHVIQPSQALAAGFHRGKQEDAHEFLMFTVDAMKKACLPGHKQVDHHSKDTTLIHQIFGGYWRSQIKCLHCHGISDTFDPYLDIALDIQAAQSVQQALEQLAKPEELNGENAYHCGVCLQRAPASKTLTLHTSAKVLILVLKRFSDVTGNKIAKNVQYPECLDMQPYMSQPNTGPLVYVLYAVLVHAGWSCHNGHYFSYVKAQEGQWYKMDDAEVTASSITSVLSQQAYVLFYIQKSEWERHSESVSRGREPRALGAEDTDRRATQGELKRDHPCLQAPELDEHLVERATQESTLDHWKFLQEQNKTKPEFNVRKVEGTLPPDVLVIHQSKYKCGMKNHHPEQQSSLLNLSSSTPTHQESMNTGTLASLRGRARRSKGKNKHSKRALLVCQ
USP8 block: inhibitors of human USP8 deubiquitinase | P40818 | purified USP8, Ub-rhodamine cleavage fluorescence, 30 min | inhibition, % at 20 µM | 4.2% of 47,000 active
Starred values were filed as active, the others as inactive; i = inactive; . = no result given. Rule as the data show it: active = inhibition above about 30%; inactive = the rest.

[1] C/C1=C/CC(C)(C)/C=C/C[C@]2(C)Oc3cc(=O)c(O)cc(C)c3C[C@H]2C[C@H]1O
[2] Cc1ccc2c(c1)C(=O)CC1(CCN(C(=O)c3cc(F)cc(F)c3)CC1)O2
[3] COc1ccccc1CNc1nc(N2CCN(C)CC2)nc2c1cnn2C
[4] O=C(Nc1cccc(Cl)c1Cl)c1ccc(N2CCCC2)nn1
[5] COc1ccccc1NC(=O)CN1CN(c2ccc(F)cc2)c2ncccc2S1(=O)=O
[6] CC(=O)Nc1ccc(C(=O)OCCc2ccccc2)cc1

compound no.,1,2,3,4,5,6
USP7 block,0,3,2,-5,-2,-12
USP10 inh,1,-1,1,-4,-2,-2
OTUD3 inh,-5,0,3,0,-17,0
USP30 block,1,9,1,-37,-20,-6
UCHL1 inh,-1,-3,1,-1,-1,-1
USP28 inh,-8,2,-18,9,-10,12
USP8 block,2,4,-82,-46,-13,-2
USP17 inh,0,1,18,.,-3,-6

[7] COc1cccc(NC(=O)N2CCn3cccc3C2c2ccccc2)c1OC (stereo not drawn)
[8] Cc1cnc(C(=O)N2CCC3(CC2)CC(OCC(C)C)C3)cn1
[9] CC(=O)c1ccc(S(=O)(=O)N2CCC3(CC2)NC(=O)c2ccccc2N3)cc1
[10] Cc1cc(C)nc(N(C(=O)C2CC2)c2ccccc2C(F)(F)F)n1
[11] CCOc1ccccc1N1CCN(Cc2nc3ccccc3c(=O)[nH]2)CC1
[12] CCN(CC)CCNC(=O)c1cn(CC)c2ccc(S(=O)(=O)N3CCCC3)cc2c1=O

compound no.,7,8,9,10,11,12
USP7 block,-12,0,8,2,-3,-1
USP10 inh,-7,0,21,1,-3,5
OTUD3 inh,-21,-6,3,9,-18,-4
USP30 block,-84,-11,12,22,-76,-2
UCHL1 inh,-8,-1,0,3,-4,0
USP28 inh,-10,-12,2,6,-24,-7
USP8 block,-70,-63,33*,14,11,-2
USP17 inh,-84,-23,16,6,-14,-7

11 of the compounds above, with two lines to a compound:
The line under a structure holds: USP7 block | USP10 inh | OTUD3 inh | USP30 block | UCHL1 inh | USP28 inh | USP8 block | USP17 inh
[2] Cc1ccc2c(c1)C(=O)CC1(CCN(C(=O)c3cc(F)cc(F)c3)CC1)O2
    3 | -1 | 0 | 9 | -3 | 2 | 4 | 1
[3] COc1ccccc1CNc1nc(N2CCN(C)CC2)nc2c1cnn2C
    2 | 1 | 3 | 1 | 1 | -18 | -82 | 18
[4] O=C(Nc1cccc(Cl)c1Cl)c1ccc(N2CCCC2)nn1
    -5 | -4 | 0 | -37 | -1 | 9 | -46 | .
[5] COc1ccccc1NC(=O)CN1CN(c2ccc(F)cc2)c2ncccc2S1(=O)=O
    -2 | -2 | -17 | -20 | -1 | -10 | -13 | -3
[6] CC(=O)Nc1ccc(C(=O)OCCc2ccccc2)cc1
    -12 | -2 | 0 | -6 | -1 | 12 | -2 | -6
[7] COc1cccc(NC(=O)N2CCn3cccc3C2c2ccccc2)c1OC (stereo not drawn)
    -12 | -7 | -21 | -84 | -8 | -10 | -70 | -84
[8] Cc1cnc(C(=O)N2CCC3(CC2)CC(OCC(C)C)C3)cn1
    0 | 0 | -6 | -11 | -1 | -12 | -63 | -23
[9] CC(=O)c1ccc(S(=O)(=O)N2CCC3(CC2)NC(=O)c2ccccc2N3)cc1
    8 | 21 | 3 | 12 | 0 | 2 | 33* | 16
[10] Cc1cc(C)nc(N(C(=O)C2CC2)c2ccccc2C(F)(F)F)n1
    2 | 1 | 9 | 22 | 3 | 6 | 14 | 6
[11] CCOc1ccccc1N1CCN(Cc2nc3ccccc3c(=O)[nH]2)CC1
    -3 | -3 | -18 | -76 | -4 | -24 | 11 | -14
[12] CCN(CC)CCNC(=O)c1cn(CC)c2ccc(S(=O)(=O)N3CCCC3)cc2c1=O
    -1 | 5 | -4 | -2 | 0 | -7 | -2 | -7

New compounds follow:
[13] O=C(NC1CCCC1)c1ccc2c(c1)N(Cc1cccc(F)c1)C(=O)c1ccccc1S2
[14] COc1cccc(C(=O)[C@@H]2[C@H](C(=O)OC(c3ccccc3)c3ccccc3)N3c4ccccc4C=CC3[C@@]23C(=O)Nc2ccccc23)c1 (stereo partly drawn)
[15] Cc1ccc(CNC(=O)C2CCCN(S(=O)(=O)Cc3ccccc3Cl)C2)cc1 (stereo not drawn)
[16] COc1cccc(CNC(=O)c2snc(-c3ccccn3)c2N)c1
[17] CC(NC(=O)C1CCN(S(C)(=O)=O)c2ccccc2O1)c1ccccc1 (stereo not drawn)
[18] CCOc1cc(=O)c(C(=O)N2CCC(C)CC2)nn1-c1ccc(C)cc1

compound no.,13,14,15,16,17,18
USP7 block,2,-54,5,9,3,0
USP10 inh,-5,-3,6,4,4,-1
OTUD3 inh,-31,-108,8,8,6,11
USP30 block,-104,i,24,1,33*,9
UCHL1 inh,-15,-47,4,5,0,1
USP28 inh,-12,-174,1,22,10,7
USP8 block,-4,-62,8,6,17,3
USP17 inh,-15,-96,16,15,12,0

[19] O=C(CSc1cn(CCNC(=O)c2ccccc2)c2ccccc12)Nc1ccccc1F
[20] NC(N)=NCCC[C@@H](NC(=O)C1CCN(C(=O)[C@@H](Cc2ccccc2)NC(=O)OCc2ccccc2)CC1)C(=O)O
[21] COc1ccc(NC(=O)CSc2nccn2C2CCCCC2)c(OC)c1
[22] Cc1noc(C)c1CN1CCN(C(=O)NCc2ccco2)CC1
[23] O=C(CSc1nnc(Cc2cc(=O)[nH]c(=O)[nH]2)n1-c1ccccc1)NC1CCCCC1
[24] O=c1c2ccsc2nc2n1CCN(Cc1cccc(F)c1F)CC2

compound no.,19,20,21,22,23,24
USP7 block,3,-6,-4,-15,0,-14
USP10 inh,1,0,0,-3,0,-2
OTUD3 inh,4,-5,6,-14,6,6
USP30 block,5,-4,13,-156,8,2
UCHL1 inh,3,-2,5,-4,-1,2
USP28 inh,14,-2,2,-17,-4,6
USP8 block,-4,-18,7,-7,-3,8
USP17 inh,23,-41,.,-35,2,4

[25] CN(C)C(=O)[C@@H]1C[C@@H]2CN(C(=O)Nc3ccccc3)CCN2[C@@]12C(=O)Nc1ccccc12
[26] c1cn(-c2cc(N3CCCC3)ncn2)cn1
[27] Cc1cc(N2CCCC2=O)ccc1S(=O)(=O)Nc1c(C)cccc1C
[28] CC(=O)NC(CC(=O)OCC(=O)c1cc(C)ccc1C)c1ccccc1 (stereo not drawn)
[29] O=c1c(-c2nc(C3CC3)no2)cccn1Cc1nc(-c2ccccc2F)no1
[30] Cc1ccc(C)c(NC(=O)COc2coc(CN3CCc4ccccc4C3)cc2=O)c1

compound no.,25,26,27,28,29,30
USP7 block,-4,4,7,-2,-30,-4
USP10 inh,0,2,5,1,-7,-3
OTUD3 inh,4,0,8,1,-45,-14
USP30 block,9,9,9,1,-229,-21
UCHL1 inh,3,2,4,1,-48,-2
USP28 inh,-2,5,14,-1,-51,-10
USP8 block,2,-1,7,-104,-20,1
USP17 inh,5,2,12,-15,-56,-15

[31] O=C(c1cc2ccccc2oc1=O)N1CCCC(c2nnc(-c3ccccc3)o2)C1 (stereo not drawn)
[32] c1ccc(CN(Cc2ccccc2)c2ncnc3c2nnn3Cc2ccccc2)cc1
[33] O=C(Nc1cc(-c2cccnc2)no1)c1ccc2c(c1)OCO2
[34] CC(C)[C@H](NC(=O)C1CCN(C(=O)[C@@H](N)Cc2ccccc2)CC1)C(=O)NCc1ccc(F)cc1
[35] O=C(COc1coc(CN2CCc3ccccc3C2)cc1=O)Nc1ccc(F)cc1
[36] O=C(Nc1nc2ccccc2s1)c1nnn(-c2ccccc2)n1

compound no.,31,32,33,34,35,36
USP7 block,-3,9,3,-8,2,3
USP10 inh,5,12,-6,1,-5,8
OTUD3 inh,2,-3,7,2,7,8
USP30 block,10,-3,9,5,-3,2
UCHL1 inh,-3,2,0,0,0,5
USP28 inh,1,-4,18,-1,14,5
USP8 block,7,-14,11,-105,28,-19
USP17 inh,0,9,7,-11,18,3

[37] Cc1c(C(=O)N2CCN(C)CC2)cnn1-c1ccc(-c2nc(C3CC3)no2)cn1
[38] Cc1ccc(-n2ncc3c2ncn2nc(C(C)(C)C)nc32)cc1C
[39] CC1C[C@@H]2OC2/C=C\C=C\C(=O)Cc2c(Cl)c(O)cc(O)c2C(=O)O1 (stereo partly drawn)
[40] O=C(Nc1ccc(-c2nc3cccnc3s2)cc1)C(c1ccccc1)c1ccccc1
[41] Cc1nccc(C2CN(C(=O)c3cccc4c3OCCO4)CCO2)n1 (stereo not drawn)
[42] O=C(Nc1ccccc1O)c1ccc(COc2ccc(F)cc2)o1

compound no.,37,38,39,40,41,42
USP7 block,-1,-5,2,-16,4,-4
USP10 inh,-3,-1,-6,-4,0,-4
OTUD3 inh,-6,-4,16,-111,-7,5
USP30 block,-11,-12,17,-443,-12,-31
UCHL1 inh,0,-4,-2,-21,-1,-4
USP28 inh,-8,-5,7,-124,-24,11
USP8 block,-11,0,-11,-3,-55,-14
USP17 inh,-8,0,21,-146,-15,-32

[43] CC(=O)c1nc2ccccc2c(=O)[nH]1
[44] O=C(Nc1ccccc1-c1nc2ccccc2o1)C1COc2ccccc2O1 (stereo not drawn)
[45] Cc1ccc(OCC(O)CN2CCN(c3nc(-c4ccccc4)ns3)CC2)c([N+](=O)[O-])c1 (stereo not drawn)
[46] CC(C)OCc1ncn2c1CN(C(=O)c1ccc(F)cc1)CCC2
[47] Cc1ccc(-n2nc(C)c(/C=C(\C#N)c3nc4ccccc4[nH]3)c2C)cc1C
[48] Cn1nc(-c2cccc(F)c2)c2c1C[C@@H]1CN(Cc3nccs3)C[C@H]21

compound no.,43,44,45,46,47,48
USP7 block,-1,-2,9,1,-37,-8
USP10 inh,0,-7,10,2,-6,-2
OTUD3 inh,6,-90,-15,-4,-52,-7
USP30 block,20,-87,-7,1,-280,-29
UCHL1 inh,2,-14,5,0,-27,0
USP28 inh,4,-53,-9,-13,-57,-5
USP8 block,2,-26,-49,-25,-44,-18
USP17 inh,3,-21,-18,-10,-72,-13

[49] Cc1cn2c3c(=O)n(CC(=O)c4ccccc4)c(=O)n(C)c3nc2n1C(C)c1ccccc1 (stereo not drawn)
[50] Cc1ccc(-c2nc(N3CCOCC3)c(-c3ccc([N+](=O)[O-])cc3)[nH]2)cc1
[51] COc1ccc(-c2noc(C3(c4ccc(F)cc4)CCOCC3)n2)cc1
[52] CC(=O)NC(Cc1ccc(F)cc1)C(=O)NC1CCN(c2nc(C)cc(C)n2)CC1 (stereo not drawn)
[53] Cc1c(C(=O)N2CCOCC2C)nnn1-c1cccc2c1CCN(C1CCOCC1)C2 (stereo not drawn)
[54] O=S(=O)(c1ccc2c(c1)OCCCO2)N1CCN(Cc2nc3ccccc3s2)CC1

compound no.,49,50,51,52,53,54
USP7 block,2,2,4,-4,-7,0
USP10 inh,4,1,12,-2,-6,-4
OTUD3 inh,-5,-1,6,0,-16,-8
USP30 block,9,2,-10,0,-90,-49
UCHL1 inh,-1,-3,5,-7,-6,-1
USP28 inh,-1,2,1,-5,-37,-14
USP8 block,-33,-23,1,-8,-12,-8
USP17 inh,9,1,0,9,-26,-24

[55] COc1cccc(NC(=O)c2c(-c3ccc(C)cc3)c3c4n(c(-c5ccc(C)cc5)cn24)CCCC3)c1
[56] COc1ccc(CNC(=O)Cn2c(=O)[nH]c3c(-c4ccccc4F)c[nH]c3c2=O)cc1
[57] Cc1ccccc1-c1nc(-c2cccc(OCC(=O)N3CCOCC3)c2)no1
[58] O=C1CCS(=O)(=O)N1c1ccc(S(=O)(=O)Nc2cccc(Cl)c2)cc1

compound no.,55,56,57,58
USP7 block,2,18,-16,3
USP10 inh,-7,22,-2,6
OTUD3 inh,-16,-12,5,5
USP30 block,-158,-31,45*,2
UCHL1 inh,0,1,4,2
USP28 inh,-20,-47,12,0
USP8 block,-12,87*,8,5
USP17 inh,-8,-18,49*,2

Compound activity (PubChem BioAssay)
